Source: PubChem BioAssay
SKN-1 inh – C. elegans SKN-1 inhibition; actives 0.49% (n = 360,000); C. elegans VP596 Pgst-4::GFP/RFP ratio, acrylamide-induced, 24 h; AID 624304; inhibition, % at 21.8 µM;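 active means interference check ratio from 0.5 to 1.5 plus GFP to RFP signal ratio inhibition reaching or exceeding a fixed threshold, cut at about 30% in these data, passing the limit was not always enough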; further: some compounds called inactive have numbers as strong as hits
FAS TE block – blocks the thioesterase domain of human fatty acid synthase | actives 0.67% (n = 360,000) | recombinant FAS-TE, OMFH fluorogenic substrate, fluorescence endpoint | P49327 | AID 602261 | inhibition, % at 15 µM;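 active means compounds whose normalised, plate-corrected inhibition of enzyme fluorescence in the single-dose primary screen is 50% or more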;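 further: 0% = DMSO with enzyme and 100% = substrate without enzyme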
MsrA inhibitor – bovine MsrA inhibition; purified bovine MsrA, absorbance read-out; inhibition, % at 15.5 µM; actives 0.75% (n = 360,000); AID 651718; in the data active means inhibition above about 4.5%;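 further: 0% = vehicle wells with enzyme and 100% = reference inhibitor wells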
CendR NRP1 mod – modulators of CendR peptide binding to human neuropilin-1. O14786. FAM-RPARPAR peptide binding to NRP-1, fluorescence polarization. inhibition, % at 25 µM. actives 0.85% (n = 360,000). AID 602438;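 active means inhibition or corrected inhibition above about 18%, plus a signal ratio from 0.5 to 1.5, limit read from the data, passing the limit was not always enough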; further: strong numbers were not always called active
Target sequence (O14786 whole entry, looked up): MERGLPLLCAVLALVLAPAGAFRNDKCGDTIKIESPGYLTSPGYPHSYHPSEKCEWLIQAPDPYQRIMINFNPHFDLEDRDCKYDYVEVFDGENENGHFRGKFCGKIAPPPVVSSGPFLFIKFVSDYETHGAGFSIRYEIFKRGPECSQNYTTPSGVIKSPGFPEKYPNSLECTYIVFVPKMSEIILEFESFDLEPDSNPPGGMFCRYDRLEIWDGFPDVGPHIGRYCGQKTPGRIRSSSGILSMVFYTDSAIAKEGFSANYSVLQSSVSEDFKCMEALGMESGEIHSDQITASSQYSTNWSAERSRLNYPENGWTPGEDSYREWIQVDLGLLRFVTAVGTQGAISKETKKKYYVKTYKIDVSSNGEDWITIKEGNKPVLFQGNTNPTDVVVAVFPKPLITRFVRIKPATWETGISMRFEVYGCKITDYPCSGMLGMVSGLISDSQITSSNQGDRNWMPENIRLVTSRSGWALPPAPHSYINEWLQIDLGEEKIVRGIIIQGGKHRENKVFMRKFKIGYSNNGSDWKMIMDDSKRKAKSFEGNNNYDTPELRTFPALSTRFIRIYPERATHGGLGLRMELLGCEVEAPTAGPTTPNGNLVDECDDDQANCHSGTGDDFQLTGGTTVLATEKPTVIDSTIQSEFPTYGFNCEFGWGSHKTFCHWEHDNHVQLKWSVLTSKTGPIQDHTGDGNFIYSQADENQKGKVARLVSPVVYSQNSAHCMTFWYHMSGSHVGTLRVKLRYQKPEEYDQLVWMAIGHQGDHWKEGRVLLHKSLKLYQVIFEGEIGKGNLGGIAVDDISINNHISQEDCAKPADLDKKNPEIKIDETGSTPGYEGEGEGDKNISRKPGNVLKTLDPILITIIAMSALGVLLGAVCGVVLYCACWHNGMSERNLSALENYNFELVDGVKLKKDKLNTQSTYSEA
MLLE-PAM2 inh – blocks PAM2 peptide binding to the PABP1 MLLE domain | AID 588489 | inhibition, % at 20 µM | actives 0.36% (n = 360,000) | GST-MLLE / FITC-PAM2 fluorescence polarization | P11940; in the data active means inhibition above about 35%, passing the limit was not always enough;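 further: plate controls were DMSO wells with GST-MLLE for no effect and wells lacking GST-MLLE protein for full effect; some results filed as inactive read as strong as hits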
MsrA act – activates bovine MsrA enzyme; activation, % at 10.6 µM; actives 0.3% (n = 360,000); purified bovine MsrA, absorbance read-out; in the data active means activation above about 7.5%;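 further: 0% = vehicle and 100% = reference activator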
TbMetRS inhib – Trypanosoma brucei MetRS inhibition. purified T. brucei MetRS, ATP depletion, Kinase-Glo luminescence. inhibition, % at 11.9 µM. actives 0.4% (n = 360,000). AID 624268;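 active means inhibition above a per-plate cutoff of the control wells' mean inhibition plus 3 SD, cut at about 5.5% in these data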;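 further: 0% = DMSO wells median and 100% = median of wells with control inhibitor compound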
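Material – parasite MetRS enzyme · Medium – HEPES-MgCl2-KCl buffer plus DTT, spermine, BSA, pyrophosphatase · Reagent – ATP, methionine and E. coli bulk tRNA substrates · Times – 15 min enzyme-compound preincubation, 2 h reaction, 10 min detection, 25 °C · Measured by – luminescence of leftover ATP · Evaluation – percent inhibition relative to median high and low control wells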
E coli Lon inh – inhibits E. coli Lon protease | inhibition, % at 7.94 µM | actives 0.42% (n = 360,000) | AID 602123 | P0A9M0 | purified E. coli Lon protease, fluorescence polarization; in the data active means inhibition above about 13%, passing the limit was not always enough;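 further: 0% = enzyme with probe and DMSO and 100% = no enzyme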
MT1-MMP act inh – MT1-MMP (human) activation inhibition; P50281; HT1080 RFP-PRO-GFP cells, GFP/RFP ratio fluorescence, overnight; percent of plate control window, DMSO zero; GFP/RFP ratio change, % at 20 µM; actives 0.061% (n = 360,000);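 active means GFP/RFP ratio change of at least 30% with cell ATP level not reduced by more than half and red fluorescence within 50% of control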; further: strong numbers were not always called active
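Test system: HT1080 RFP-PRO-GFP cells; Benchmarks: DMSO and RFP-L50D-GFP cell wells; Timing: cells overnight before dosing, compound overnight, 37 °C, 5% CO2; Compound: one 20 µM compound dose with 1% DMSO; Read-out: GFP/RFP fluorescence ratio.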
An asterisk follows results filed as active; x = not tested or not shown.

Results follow in this order: SKN-1 inh	FAS TE block	MsrA inhibitor	CendR NRP1 mod	MLLE-PAM2 inh	MsrA act	TbMetRS inhib	E coli Lon inh	MT1-MMP act inh
1	CC(C)c1cc(C(N)=O)c(NC(=O)C2CCC2)s1
    13	-5	2.4	4	4	0	-0.6	-6	3
2	CN(C)CCCNC(=O)c1cccc(-c2ccc3nccn3c2)c1
    2	-10	1.8	-5	0	-2	-0.2	0	4
3	COc1cc(S(=O)(=O)NCCCN2CCOCC2)ccc1-n1cnnn1
    4	-5	-1.7	-11	14	-3	-0.5	-1	-3
4	CCOc1cccc(C(=O)Nc2ccccc2C(=O)N2CCN(C)CC2)c1
    17	-6	-0.4	2	17	1	-0.3	-4	2
5	CCS(=O)(=O)N1CCN(S(=O)(=O)c2ccccc2)CC1
    -33	-2	0.0	7	1	-6	-1.4	-3	-4
6	Cc1ccccc1-n1nc2c(c1NC(=O)c1cccc(F)c1)CS(=O)C2 (stereo not given)
    6	0	-0.3	-4	-21	0	-0.7	12	-1
7	COC(=O)C1=C(C)N=C2SCCC(=O)N2C1c1ccc(OC(=O)c2ccco2)cc1 (stereo not given)
    -23	5	2.0	4	-51	-3	-0.8	9	7
8	O=C(COC(=O)c1ccc(O)cc1O)c1ccc2c(c1)OCCO2
    0	-1	1.2	-3	11	-2	-0.2	-2	-4
9	CCOC(=O)C1=CN(CC)S(=O)(=O)NC1c1ccccc1 (stereo not given)
    0	-11	-1.3	-10	-2	-2	1.1	-16	-1
10	Cc1c(NC(=O)C(=O)N/N=C/c2cccs2)c(=O)n(-c2ccccc2)n1C
    9	-5	1.5	-7	-11	-1	-0.1	4	3
11	Cc1ccc(NC(=O)c2ccc3c(c2)nnn3C)cc1
    8	1	1.3	0	1	-4	-0.2	-3	5
12	C#CCOC(=O)CCC(=O)NCCc1ccccc1
    4	0	1.7	18	-2	-3	-0.8	-1	6
13	COc1ccc(N2CCN(c3cc(C)c4ccccc4n3)CC2)cc1
    -4	21	-0.2	4	-4	-14	1.1	-1	6
14	O=C(NC(=S)NNS(=O)(=O)c1ccccc1)c1cccnc1
    -8	-4	3.5	4	48*	-2	-0.6	17	2
15	CC1Sc2ccc(S(=O)(=O)N3CCC(C(=O)N(C)Cc4ccccc4)CC3)cc2NC1=O (stereo not given)
    15	4	0.0	-8	-9	-2	-0.2	-11	-4
16	NCCCCCc1nnc(SCc2ccc(Cl)c(Cl)c2)o1
    -14	-8	0.2	-3	-10	8.3*	1.1	-5	4
17	O=C(CSc1nc(-c2ccccc2)c(-c2ccccc2)[nH]1)NCc1ccco1
    5	14	0.0	-2	-36	0	-0.1	7	-6
18	CCOC(=O)C1CCCN(C(=O)c2cccc(OC(F)(F)F)c2)CC1 (stereo not given)
    27	-5	0.0	-17	-6	0	0.2	0	5
19	CCOC(=O)CSc1nnc(N)s1
    11	-4	-0.1	16	7	0	-0.6	-4	-2
20	O=C(Nc1ccc(OCC(=O)N2CCOCC2)cc1)Nc1cccc(Cl)c1
    5	-4	0.6	-12	8	-3	-0.1	-2	2
21	Cc1ccc2[nH]c(=O)c(C(c3nnnn3CC3CCCO3)N3CCOCC3)cc2c1 (stereo not given)
    -41	-7	0.7	-6	19	-11	-0.8	-11	-6
22	O=[N+]([O-])c1ccccc1Nc1cccnc1
    25	-14	-1.0	3	-5	-7	-0.3	-1	3
23	CCOC(=O)c1c(NC(=O)c2ccc(-n3cnnn3)cc2)sc2c1CCCC2
    5	7	x	-17	-4	-4	0.3	1	-5
24	CCc1ccc(OCC(=O)OC(C)C(=O)NC2CC2)cc1 (stereo not given)
    1	0	0.2	9	7	-5	-0.4	-3	-1
25	Cc1ccc(S(=O)(=O)Nc2cccc(C(=O)NCC(c3ccco3)N3CCCCC3)c2)cc1F (stereo not given)
    24	1	0.3	-20	-10	0	-0.5	7	0
26	CC1CCN(S(=O)(=O)c2ccc3c4c2CC(=O)N4CC(C)S3)CC1 (stereo not given)
    -6	4	0.3	3	-2	-1	0.2	-5	3
27	CC1(C)C(=O)N(c2ccccc2)C1c1ccccc1O (stereo not given)
    21	-5	0.2	2	-8	-2	-0.4	-4	1
28	COC(C/C=C\[C@H](O)[C@@H](C)OCc1ccccc1)OC
    16	-8	1.0	10	3	-1	-0.3	3	-1
29	O=C(COC(=O)CNC(=O)c1ccccc1Cl)Nc1ncc(C(F)(F)F)cc1Cl
    9	-8	0.6	-1	4	-1	0.2	2	3
30	O=C(NCc1ccccn1)C1CCC(=O)N(Cc2ccc(Cl)cc2)C1 (stereo not given)
    2	-4	0.3	14	1	1	0.7	-11	-2

3 entries picked at random from the list so far, as already listed:
Results follow in this order: SKN-1 inh	FAS TE block	MsrA inhibitor	CendR NRP1 mod	MLLE-PAM2 inh	MsrA act	TbMetRS inhib	E coli Lon inh	MT1-MMP act inh
20	O=C(Nc1ccc(OCC(=O)N2CCOCC2)cc1)Nc1cccc(Cl)c1
    5	-4	0.6	-12	8	-3	-0.1	-2	2
7	COC(=O)C1=C(C)N=C2SCCC(=O)N2C1c1ccc(OC(=O)c2ccco2)cc1 (stereo not given)
    -23	5	2.0	4	-51	-3	-0.8	9	7
13	COc1ccc(N2CCN(c3cc(C)c4ccccc4n3)CC2)cc1
    -4	21	-0.2	4	-4	-14	1.1	-1	6

Additional entries follow.
Results follow in this order: SKN-1 inh	FAS TE block	MsrA inhibitor	CendR NRP1 mod	MLLE-PAM2 inh	MsrA act	TbMetRS inhib	E coli Lon inh	MT1-MMP act inh
31	Cc1nnsc1C(=O)N1CCC(CO)(Cc2ccccc2Cl)CC1
    9	-4	-1.2	-8	11	-2	-0.6	7	-1
32	Nc1nonc1-n1nnc(C(=O)N/N=C/c2ccccc2)c1CSc1ccc(Cl)cc1
    -3	-3	0.8	3	15	1	-0.2	-3	3
33	Cc1ccc(C(C)C)c(OCCSc2nc3ccccc3n2CC(=O)O)c1
    16	21	-1.4	5	3	-2	0.2	-1	4
34	CN(C)/C=C1/Oc2c(ccc3ccccc23)C1=O
    6	-4	2.9	8	16	-7	-0.5	-20	-4
35	O=[N+]([O-])c1cc(/C=N/O)ccc1SCc1ccccc1Cl
    -1	-40	-1.0	4	10	-14	-0.5	-3	3
36	COCCNC(=O)C(C(=O)c1ccc(F)cc1)n1cc(C)ccc1=O (stereo not given)
    1	-4	-0.3	3	-7	-1	0.1	-10	1
37	CCN(CC)C(=O)CCCC(=O)N(CC)CC
    -6	-5	0.1	-14	6	-2	-0.5	7	0
38	COc1cc(C(=O)N=c2sccn2C)c([N+](=O)[O-])cc1OC
    14	-4	2.4	18	-48	-5	-0.1	-6	1
39	NC(=N\N=CCc1ccccc1)/C(N)=N/N=CCc1ccccc1
    -3	-7	0.4	0	-8	-2	0.4	4	2
40	Oc1ccccc1/C=N/n1c(COc2ccccc2)n[nH]c1=S
    -16	-1	0.1	2	-55	0	-1.2	-9	2
41	COC(=O)[C@H]1[C@H]2C[C@@H]3c4[nH]c5cc(OC)ccc5c4CCN3C[C@H]2C[C@@H](OC(=O)c2ccc(N)cc2)[C@@H]1OC
    4	0	-0.2	-117	-75	1	-0.1	-77	-33
42	COc1ccc(OCC(=O)N2CCN(S(=O)(=O)c3ccccc3[N+](=O)[O-])CC2)cc1
    2	1	1.1	-3	6	-2	-0.2	-4	0
43	Cn1c(C(=O)O)c(CC(=O)NCc2cccnc2)c2ccccc21
    21	-8	-0.7	2	10	-4	-0.1	15	-1
44	CSc1cccc(NC(=O)CCc2ccccc2)c1
    4	3	1.8	7	1	1	-0.2	-6	6
45	COc1ccc(C)cc1-n1nnnc1SCc1nc2ccccc2s1
    7	17	-0.6	-8	-69	1	-0.2	-1	-5
46	CCOC(=O)C1CCN(C2=C(NS(=O)(=O)c3ccc(Br)cc3)C(=O)c3ccccc3C2=O)CC1
    23	23	2.1	10	14	0	0.4	2	3
47	O=C(NNC(=O)C1CC1c1ccccc1)c1ccccc1[N+](=O)[O-] (stereo not given)
    -1	-6	0.5	-7	4	-6	-0.1	8	1
48	COC(=O)C(=C/C=C/c1ccco1)C(=O)OC
    -6	-7	3.8	13	17	-4	0.5	-7	-1
49	COc1ccc2cc(-c3cccnc3)ncc2c1
    7	-6	-0.2	5	10	-12	-0.6	0	6
50	CC1(C(=O)NS(=O)(=O)c2cccs2)CCN1C(=O)CCc1ccc(Cl)cc1Cl (stereo not given)
    -9	-5	-1.2	-6	10	-6	-0.2	-2	-5
51	CC(NC(=O)CN1CCN(C(=O)c2cccs2)CC1)c1ccc(F)cc1F (stereo not given)
    4	-5	1.1	-3	-2	-12	0.0	-3	7
52	COc1cccc(OC)c1C(=O)NNC(=O)c1cccnc1
    -8	-5	0.7	3	10	-4	-0.5	12	1
53	Cc1ccc(-c2nc3ncccc3o2)cc1NC(=O)c1cccnc1
    -2	-4	0.9	-6	8	-3	-0.9	31*	0
54	Cc1ccc2c(cnn2C(=O)CCC(=O)NCc2ccccc2Cl)c1
    5	4	-0.7	0	2	-3	-0.6	-7	0
55	Cc1ccc(C(=O)C(C)OC(=O)c2ccc(Cl)nc2)cc1 (stereo not given)
    -14	8	1.4	1	-6	-3	-0.3	-3	-1
56	O=C(COc1ccc2c3c(c(=O)oc2c1)CCCC3)NC(Cc1ccc(Cl)cc1)C(=O)O (stereo not given)
    14	4	1.1	-13	10	-3	-1.6	7	-3
57	CSc1cccc(NC(=O)c2cc(S(=O)(=O)N3CCCCC3)c[nH]2)c1
    1	-1	-0.1	8	6	0	0.2	6	0
58	Cc1ccc(S(=O)(=O)N(CC(=O)N2CCN(c3ccc(F)cc3)CC2)C2CCCCC2)cc1
    6	27	0.8	0	-14	-6	-0.5	2	-9
59	Clc1cccc(-c2nc3nc4ccccc4nc3n2Cc2ccco2)c1
    -13	16	4.9*	-4	5	-5	0.5	1	-3
60	C=CC(=O)Nc1cccc(Oc2cc(Cl)nc3[nH]ccc23)c1
    -3	4	0.7	-16	-8	-3	-0.1	-7	-5
61	CCOc1ccc(C(=O)NC2CCN(CC(=O)NCc3ccccc3)CC2)cc1
    0	-4	0.5	5	10	-1	0.0	-14	2
62	CN(C)C(=O)CSc1nnc(Cc2ccccc2)n1CC1CCCO1 (stereo not given)
    4	-7	-0.3	3	-6	-1	-0.2	15	0
63	Cc1c(C(=O)N(C)CCC#N)oc2ccc(S(=O)(=O)N3CCOCC3)cc12
    -1	-5	-0.5	9	15	0	0.3	0	2
64	CCc1ccccc1N(CC)C(=O)C1CCN(c2ncnc3c2nc2n3CCCCC2)CC1
    8	15	1.3	-10	6	-4	0.5	4	9
65	O=C1CC(Nc2ccc3ccccc3c2)C(=O)N1Cc1ccccc1 (stereo not given)
    4	12	2.2	-1	-2	-6	-0.6	-2	-3
66	Cc1ccc(C(=O)Nc2ccncc2)c(Cl)c1
    0	-4	0.0	-10	2	-2	-0.6	2	0
67	CCC(C)(C)NC(=O)CN(Cc1ccc2c(c1)OCO2)C(=O)CCC(=O)Nc1nccs1
    -3	-2	-0.1	2	9	-9	-0.7	-5	0
68	S=c1[nH]nc(C2CC2)n1Cc1ccco1
    17	-3	0.8	1	-12	2	0.7	9	2
69	COC(=O)c1ccc(NC(=O)CN2CCN(c3cccc(Cl)c3)CC2)cc1
    5	13	0.4	18	-1	-3	-1.3	1	3
70	Cc1ccccc1-c1nc(CN2CCC(C(=O)NCCCN3CCCC(C)C3)CC2)c(C)o1 (stereo not given)
    2	-7	0.2	7	12	-2	0.3	0	2
